Screening results deposited in PubChem by several laboratories.
TWEAK-Fn14 inh: TWEAK-Fn14 signaling inhibition; TWEAK-stimulated Fn14 reporter cells, luciferase luminescence, 8 h; inhibition, % at 10 µM; 2% of 360,000 active; AID 1159606; in the data active = inhibition above about 50%
SRC3 inh: human NCOA3 inhibition; Q9Y6Q9; HEK293 GAL4-SRC3 luciferase reporter, luminescence; inhibition, % at 3.6 µM; 0.17% of 360,000 active;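 active = inhibition above a per-campaign cutoff, the mean of all compounds plus 3 SD, cut at about 60% in these data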;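 also: 0% = DMSO-treated cells and 100% = gossypol-treated cells at 36 µM; higher means less SRC3-driven luciferase light from the GAL4 reporter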
TRAIL sens C8: caspase-8 TRAIL sensitization. NB7+C8 cells + TRAIL, ATPlite viability luminescence. inhibition (viability loss, TRAIL sensitization), % at 10 µM. 1% of 360,000 active. AID 624354;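 active = compounds causing at least 50% loss of cell viability in the single-dose screen, relative to plate controls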
LMP1 NFkB inh: inhibitors of Epstein-Barr LMP1-induced NF-kappaB reporter; LMP1-induced NF-kappaB luciferase reporter cells, luminescence; inhibition, % at 12.5 µM; 0.69% of 350,000 active; AID 504558; in the data active = inhibition above about 41%;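 also: 0% = neutral control wells and 100% = reference inhibitor control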
NCOA1 inh: human NCOA1 inhibition | HEK293 GAL4-SRC1 luciferase reporter, luminescence | inhibition, % at 3.6 µM | 0.12% of 360,000 active | AID 588354;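 active = inhibition above the campaign mean plus 3 SD, with each screening campaign given its own cutoff, cut at about 60% in these data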;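 also: 0% = DMSO treated cells and 100% = gossypol at 36 µM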
NR5A2 inv ag: NR5A2 inverse agonism in reporter assay; O00482; HEK293T StAR-luciferase reporter, LRH-1 transfected, 24 h; 0.13% of 360,000 active; inhibition, % at 3.6 µM;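 active = inhibition above the mean inhibition of all tested compounds plus 3 SD, cut at about 73% in these data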;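 also: 0% = DMSO wells and 100% = reporter-only cells lacking LRH-1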
Target sequence (O00482 whole entry, looked up): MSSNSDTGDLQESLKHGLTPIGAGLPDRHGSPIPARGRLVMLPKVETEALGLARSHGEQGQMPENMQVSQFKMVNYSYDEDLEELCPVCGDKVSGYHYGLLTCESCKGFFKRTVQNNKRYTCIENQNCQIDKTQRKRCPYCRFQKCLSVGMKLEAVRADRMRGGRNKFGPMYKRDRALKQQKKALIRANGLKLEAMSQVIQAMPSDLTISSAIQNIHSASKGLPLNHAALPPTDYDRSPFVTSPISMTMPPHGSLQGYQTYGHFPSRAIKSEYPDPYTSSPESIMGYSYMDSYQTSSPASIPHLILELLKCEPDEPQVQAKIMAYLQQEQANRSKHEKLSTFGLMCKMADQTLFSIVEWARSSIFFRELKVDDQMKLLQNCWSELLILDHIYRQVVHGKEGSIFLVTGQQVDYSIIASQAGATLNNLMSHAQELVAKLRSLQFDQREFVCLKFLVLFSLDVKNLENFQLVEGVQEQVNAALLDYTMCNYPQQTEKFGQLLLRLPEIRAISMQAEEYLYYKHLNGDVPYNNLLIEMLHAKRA
Shn3 3UTR inh: reduces Shn3 3'UTR luciferase signal in osteoblasts | inhibition, % at 12.5 µM | AID 588674 | 0.52% of 360,000 active | Clone20 osteoblast Shn3 3'UTR firefly luciferase, 24 h;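 active = mean inhibition of at least 75% with every replicate also reaching 75%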;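 also: 0% = median of neutral control wells and 100% = pilot-screen positive control compound; some compounds past the cut are filed as inactive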
KKLEB cytotox: counter-screen for CF NF-kB inhibitors: cytotoxicity. KKLEB CF airway cells viability, ATPlite luminescence, overnight; hits give low values; cells stimulated with P. aeruginosa culture filtrate. activity change (cytotoxicity), % at 5 µM. 0.36% of 360,000 active. AID 602141;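 active = corrected activity change at or below -50% at 5 µM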
CF NFkB inh: blocks PAF-induced NF-kB reporter in cystic fibrosis cells | 0.86% of 360,000 active | inhibition, % at 5 µM | KKLEB NF-kB-GFP reporter, GFP fluorescence overnight;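 active = at least 50% inhibition at 5 µM, scaled per plate between neutral and stimulator controls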;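 also: PAF is a Pseudomonas aeruginosa culture filtrate used as stimulus; plate controls were PAF-stimulated DMSO wells for no effect and unstimulated DMSO wells for full effect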
TROY NFkB inh: inhibitors of TROY-dependent NF-kB signaling. inhibition, % at 10 µM. 0.98% of 360,000 active. AID 1347056. Q293 LMP1-TROYcd NF-kB luciferase reporter, 4 h;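 active = compounds whose plate-normalised and pattern-corrected inhibition of the luciferase reporter signal at the single screening dose is 50% or more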
NR2F2 inh: NR2F2 (human) inhibition, primary screen. P24468. HEK293T NGFI-A luciferase reporter, luminescence. inhibition, % at 8.6 µM. 0.7% of 370,000 active. AID 686940;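 active = inhibition above a per-plate cutoff, mean inhibition of test wells between control levels plus 3 SD, cut at about 38% in these data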;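 also: cells cotransfected with COUP-TFII expression vector driving the NGFI-A reporter; 0% = median of COUP-TF2 test wells and 100% = reporter-only cells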
Target sequence (P24468 whole entry, looked up): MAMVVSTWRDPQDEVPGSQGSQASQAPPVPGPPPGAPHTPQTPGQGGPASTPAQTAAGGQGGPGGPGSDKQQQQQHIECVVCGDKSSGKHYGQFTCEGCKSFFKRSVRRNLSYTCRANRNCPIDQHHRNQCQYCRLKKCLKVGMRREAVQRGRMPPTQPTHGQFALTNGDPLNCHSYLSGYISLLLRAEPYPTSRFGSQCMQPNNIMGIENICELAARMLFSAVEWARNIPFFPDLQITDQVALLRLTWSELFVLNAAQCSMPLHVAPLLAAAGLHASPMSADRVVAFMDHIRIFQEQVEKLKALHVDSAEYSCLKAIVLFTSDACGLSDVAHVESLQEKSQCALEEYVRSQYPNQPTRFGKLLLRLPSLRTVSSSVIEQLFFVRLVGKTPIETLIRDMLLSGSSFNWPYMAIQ
Starred values were filed as active, the others as inactive; . = no result given; & = joins results of further samples.

SMILES	TWEAK-Fn14 inh	SRC3 inh	TRAIL sens C8	LMP1 NFkB inh	NCOA1 inh	NR5A2 inv ag	Shn3 3UTR inh	KKLEB cytotox	CF NFkB inh	TROY NFkB inh	NR2F2 inh
CCOC(=O)COc1ccc2c(c1)C(=O)CC1(CCN(C(C)=O)CC1)O2	-4	1	-6	0	0	-3	7	7	6	4	-14
CC1(C)Cc2c(cnn2-c2cccc(F)c2)C(NC(=O)c2ccc(=O)[nH]n2)C1 (stereo unspecified)	7	9	8	-2	9	-13	2	11	-1	-1	2
COc1cccc(/C=C2/C(=O)NN(c3ccc(Br)cc3)C2=O)c1O	-22	-4	1	-1	-26	3	2	-1	23	-48	1
O=c1c(-c2nc3ccccc3s2)cccn1Cc1ccccc1	16	-85	3	-43	-96	-151	-95	20	-65	-66	-46
CCCn1c(SCC(=O)NC2CCCC2)nc2c1c(=O)n(C)c(=O)n2C	-7	6	-26	4	1	-5	-8	-6	-23	-18	-13
CC(O)[C@H]1CNC(=O)C(=O)N1CC1(c2ccccc2)CC1 (stereo partly specified)	26	-17	-13	-1	-2	3	-10	4	-6	-11	6
CC1=C(C(=O)N2CCCC(CCC(=O)NCc3ccc(F)c(F)c3)C2)OCCO1 (stereo unspecified)	10	-15	-14	-5	-14	-7	-26	5	-17	-2	8
O=C(CCN1CCN(S(=O)(=O)c2ccc(Cl)cc2)CC1)Nc1ccc(F)cc1	1	8	-28	-2	3	-9	20	10	-22	13	-1
COc1ccc(CNc2ncnc3c2[nH]c2cc(OC)c(OC)cc23)cc1	-15	14	-9	6	-21	-15	0	3	-10	-17	-25
Nc1ccc(S(=O)(=O)c2ccc(Cl)cc2)cc1	8	16	17	-6	13	-19	3	-12	4	10	-9
Cc1c(OCC(=O)N[C@@H](Cc2ccccc2)C(=O)O)ccc2c1oc(=O)c1ccccc12	3	13	-6	0	-12	-13	13	-6	2	-15	-14
CN(C)c1ccc(C(CN)c2c[nH]c3ccccc23)cc1 (stereo unspecified)	20	-28	11	-17	-37	-29	0	2	3	3	-19
COc1ccc(CCNC(=O)CSc2nc(C)nc3c2oc2ccccc23)cc1OC	16	12	14	-6	-6	7	.	-3	5	6	5
CCCCC(=O)NC(=S)Nc1nnn(CCC)n1	-9	3	6	-13	1	-12	-7	-10	12	-6	-21
O=C(c1cccc(F)c1)N1CCN(c2ccc([N+](=O)[O-])c(N3CCCCC3)c2)CC1	-23	9	3	0	14	29	8	0	-10	-12	-3
Cc1ncoc1C(=O)Nc1ccccc1-c1ccccc1	9	10	-17	-3	-11	4	-12	-5	12	-2	6
Cc1[nH]nc2c1C(c1cccs1)C(C#N)=C(N)O2 (stereo unspecified)	5	21	-7	9	13	6	-25	-11	5	8	-2
CC(C)NS(=O)(=O)c1ccc(NCCCn2ccnc2)c([N+](=O)[O-])c1	5	1	12	9	8	-4	3	-5	3	17	-15
COc1ccc(S(=O)(=O)Nc2ccccc2C(=O)NN2CCOCC2)cc1OC	12	11	-8	-2	12	-6	9	2	8	9	-2
O=C(O)Cn1c(CC(=O)N2CCCC2)nc2ccccc21	-1	15	-9	1	1	23	3	2	3	9	2
C=C1CCN([C@@H](C)C(=O)NCc2ccc(OC)cc2)S(=O)(=O)c2ccccc21	10	6	7	2	-3	-4	13	-8	10	-4	-4
CCOC(=O)c1c(C)nc2sc3c(=O)n(-c4ccc(C(C)=O)cc4)nnc3c2c1-c1ccc(Cl)cc1	34	-18	8	37	-16	-10	16	2	17	33	-9
CCCN(CCC)CCCNC(=O)c1cn(CC)c2ccc(S(=O)(=O)N3CCOCC3)cc2c1=O	9	16	-11	3	-59	-2	-22	7	-17	2	7
CCn1nccc1NC(=O)c1csc([C@H]2C[C@H](O)[C@@H](CO)O2)n1	13	-5	-6	.	0	6	12	-4	6	4	-10
COc1cc(C(=O)NCc2ccc(OCCN(C)C)cc2)cc(OC)c1OC	8	1	1	-4	5	8	-13	23	2	10	1
Cc1ccc(NC(=O)CN(C)Cc2cccs2)cc1Cl	-25	-10	-3	-11	-23	2	-9	1	-16	-23	-3
COc1ccc(-c2cn3ccccc3n2)cc1OC	15	-79	60*	-6	-110	-79	-62	-4	-13	-42	-30
CC1CCN(CC(=O)NCc2ccccc2)CC1	-8	5	-2	-3	-3	-8	-53	-2	-19	-12	-12
O=C(NCC1CC1)c1csc(COCCO)n1	1	16	-4	.	0	-6	-16	10	-12	-8	-10
O=c1[nH]c(=O)n(C(c2ccccc2)c2ccccc2)cc1Br	-12	8	-11	-1	-3	13	-13	4	2	4	2
CC1CCC(C(C)C)C2=C1C(C#N)(C#N)C(C#N)(C#N)C(c1ccccc1)N2 (stereo unspecified)	8	-4	-18	16	11	-8	-10	6	1	11	5
Cc1ccc([N+](=O)[O-])cc1S(=O)(=O)N1CCCN(C)CC1	-11	0	1	-8	-11	6	1	0	4	-10	19
CC(=O)c1ccc(NC(=O)c2cn(-c3ccccc3)nc2-c2ccncc2)cc1	22	9	-1	-2	-1	-3	-7	-3	-7	14	-9
CCn1c(O)c(N=NC2=NC(=O)CS2)c2cc(C)ccc21	5	8	-2	0	-10	-1	-4	-26	-3	15	2
C=CCOc1ccc(C2NC(=S)NC3=C2CCc2ccccc23)cc1 (stereo unspecified)	23	1	-20	4	0	16	-16	15	-11	2	4
CCOc1ccc(S(=O)(=O)N2CCCCC2)c2ccccc12	23	-9	6	4	-13	7	16	-5	14	1	6
COc1ccccc1-c1nnc(SCC(=O)N2CCCCC2)o1	-24	-24	-24	-7	-49	-6	-14	-12	30	-19	-35
CSc1ccccc1NC(=O)c1cc(-c2cccnc2)nc2ccc(Br)cc12	0	-11	22	-14	4	24	83	-5	-10	29	1
O=C(CSCc1cnn(-c2ccccc2)c1-n1cccc1)NCCN1CCOCC1	20	-11	0	-2	14	22	11	6	-4	-6	3
Cn1c(CNC(=O)c2ccccc2F)nnc1SCC(=O)NCc1ccccc1	14	11	0	2	-8	-3	8	-1	-7	-25	4
NC(=O)c1cccnc1Nc1ccccc1F	0	-13	-5	-14	-39	-19	-41	-4	-24	-59	-19
OCCN1CCN(CC(O)COc2ccc3ccccc3c2)CC1 (stereo unspecified)	-9&25	-6&1	-3&-11	2	-11&10	7&13	4&-9	-4&-6	4&-2	-5&-12	-8&-4
Cc1csc(NC(=O)CSc2nc3ccccc3c3c2CCCC3)n1	5	18	1	0	-9	19	20	2	2	-2	-2
COC(=O)N1C(=O)[C@](c2ccccc2)(C2CCCC2)N1C(=O)OC	47	-18	8	1	-31	4	11	-16	11	30	-26
COc1ccc(CCNC(=O)C(=O)Nc2nccs2)cc1OC	-2	-42	-7	-2	-19	-9	13	-8	-2	11	-11
C=C(C)COc1ccc(-c2n[nH]c(C)c2-c2ccc(OC)c(OC)c2)c(O)c1	-8	-29	23	4	-9	6	16	-7	36	27	-18
Cc1cccc(C(=O)O/N=C(\N)c2ccccn2)c1	102*	-44	87*	38	-21	-7	46	-20	-16	85*	47*
CC(C)C(=O)N(Cc1ccccc1)c1ccccn1	2	1	5	-10	-8	1	1	3	1	9	2
COc1ccc(/C=N/Nc2ccccn2)cc1O	-46	-92	15	-5	-86	-70	-42	4	-15	-7	-57
Cc1cc(C)cc(NC(=O)N2CCc3ccccc3C2)c1	-15	-39	-7	-14	-38	-67	-59	1	10	-45	-6
CC(=O)c1cc2c(cc1NS(=O)(=O)c1ccc(F)cc1)OCO2	-5	2	-1	-3	14	9	-6	10	-8	12	24
COc1ccc(/C=C/C(=O)Nc2cc(C)on2)cc1	-21	-48	13	-17	-72	-127	-72	5	15	-79	-42
CCOC(=O)c1nn(-c2ccccc2)c(=O)cc1SC(C)CC (stereo unspecified)	6	13	4	6	-18	12	-2	-14	-14	2	-40
C[C@H](CO)N1C[C@H](C)[C@@H](CN(C)Cc2ccc3c(c2)OCO3)Oc2ccc(NC(=O)Cn3cnnn3)cc2C1=O	-24	13	-6	-4	-15	12	-19	-13	14	-19	4
Cc1ccc(CC(=S)N2CCOCC2)cc1	15	5	3	1	4	-15	-5	18	5	-1	10
O=C(OCc1nnc(-c2ccccc2)o1)c1cc(S(=O)(=O)N2CCOCC2)c(Cl)cc1Cl	-33	16	26	15	-14	-12	-11	7	-2	-31	11
CCOC(=O)NC1(C(F)(F)F)C(=O)NC(C)=C1C#N (stereo unspecified)	1	-12	-13	4	-10	4	8	-3	-16	-5	-8
COc1ccccc1CCNC(=O)C(C)n1nc(C)c2c(C)n(-c3ccccc3)nc2c1=O (stereo unspecified)	11	1	-21	5	-10	17	12	-18	21	-3	2
CC(C)CC(=O)NC(=S)Nc1ccc(N2CCOCC2)c(Cl)c1	6	-23	0	-1	7	7	36	3	0	2	7
COc1cccc(NC(=O)N2CCCC2C(=O)NC2CC2)c1 (stereo unspecified)	8	-12	2	1	-10	-10	-1	-3	4	3	10

Continued:
SMILES	TWEAK-Fn14 inh	SRC3 inh	TRAIL sens C8	LMP1 NFkB inh	NCOA1 inh	NR5A2 inv ag	Shn3 3UTR inh	KKLEB cytotox	CF NFkB inh	TROY NFkB inh	NR2F2 inh
Cc1cc(N2CCOCC2)nc(SCc2ccc(Cl)cc2Cl)n1	3	10	12	-8	-22	-15	0	2	2	6	-5
Cc1ccc(-c2nc3ccccc3nc2Cl)cc1	-14	0	-14	7	3	1	-28	-8	4	-37	8
Cc1cccc(C)c1-n1nnnc1SCSc1nnnn1-c1c(C)cccc1C	-9	3	8	6	-8	4	16	-30	23	25	1
CCc1ccccc1NC(=O)CSc1nnc([C@@H](N)Cc2ccccc2)o1	12	-9	17	-1	-18	9	-14	-14	1	-41	-5
O=C(NCc1ccccc1F)C1CCN(C(=O)c2sccc2-n2cccc2)CC1	4	5	-4	7	0	6	6	0	-2	7	2
N#C/C(=C/c1ccc(-c2ccccc2)o1)c1nc(-c2cccs2)cs1	-12	-39	6	0	0	10	-13	-2	-107	-67	-11
COc1ccc(CNC(=O)COc2cc(=O)n(C)c3ccccc23)cc1	-7	16	-12	5	-9	-8	3	-2	13	-4	14
O=C(Cn1nnc2ccccc2c1=O)NC1CCCCC1	-4	-23	-15	-1	-39	-25	-29	10	1	-30	-2
COc1ccc(/C(O)=C/C(=O)C(=O)NNC(=O)c2ccccc2)cc1	-1	-49	6	2	-47	-64	4	-6	14	-24	-22
CCn1c2ccccc2c2cc(/C=N/NC(=O)c3cccc(C)c3)ccc21	7	-19	8	88*	-4	-10	1	-3	-11	23	-11
CN(C)S(=O)(=O)c1cccc(C(=O)OCC(=O)Nc2ccc3c(c2)OCCO3)c1	-12	-13	5	0	0	56	-19	-28	10	-8	2

Three compounds picked at random from the list so far:
SMILES	TWEAK-Fn14 inh	SRC3 inh	TRAIL sens C8	LMP1 NFkB inh	NCOA1 inh	NR5A2 inv ag	Shn3 3UTR inh	KKLEB cytotox	CF NFkB inh	TROY NFkB inh	NR2F2 inh
Cc1cccc(C)c1-n1nnnc1SCSc1nnnn1-c1c(C)cccc1C	-9	3	8	6	-8	4	16	-30	23	25	1
Cc1cc(N2CCOCC2)nc(SCc2ccc(Cl)cc2Cl)n1	3	10	12	-8	-22	-15	0	2	2	6	-5
COc1ccc(/C(O)=C/C(=O)C(=O)NNC(=O)c2ccccc2)cc1	-1	-49	6	2	-47	-64	4	-6	14	-24	-22

The list is partial. The share of hits here may be higher or lower than overall.
